Source: PubChem BioAssay
CRFR2-BP antag: CRF-BP/CRF-R2 complex antagonism. HEK293 CRF-R2/CRF-BP, CRF-induced calcium fluorescence. inhibition, % at 11.8 µM. 350,000 tested, 0.59% active;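 active means inhibition of the ligand-induced calcium signal above about 50% at the single tested concentration, limit read from the data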
CHRM5 antagonist: antagonists of human muscarinic M5 receptor (CHRM5); 360,000 tested, 0.59% active; AID 624040; inhibition, % at 3 µM; CHO-hM5 cells, Fluo-8 calcium fluorescence, ACh EC80; P08912;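 active means inhibition above a per-plate cutoff, the mean of that plate's test compounds plus 3 SD, cut at about 27% in these data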;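 further: 0% = acetylcholine EC80 with DMSO and 100% = DMSO without agonist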
M4 ag: CHRM4 agonism in calcium assay; P08173; activation, % at 3 µM; 360,000 tested, 0.14% active; CHO-K1 hM4/Gqi5, Fluo-8 calcium fluorescence; vehicle 0%, full acetylcholine response 100%; AID 624127;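 active means activation above the run mean over all test wells plus 3 SD, cut at about 32% in these data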;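 further: peak over basal fluorescence ratio per well then scaled between controls; 0% = DMSO wells and 100% = acetylcholine at EC100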
CRFR2-BP ag: CRF-BP/CRF-R2 complex agonism | HEK293 CRF-R2/CRF-BP, calcium dye fluorescence (FLIPR); percent of saturating CRF peptide response | activation, % at 13.2 µM | 350,000 tested, 0.46% active | AID 588473;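 active means activation of at least 50%, plus an integration ratio under a set limit after plate pattern correction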;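 further: plate controls were neutral control wells without compound for no effect and CRF at EC100 for full effect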
CHRM5 PAM: CHRM5 positive allosteric modulation; P08912; CHO-K1 hM5, Fluo-8 calcium, ACh EC20 PAM; 0% = ACh EC20, 100% = ACh EC100; activation, % at 3 µM; 360,000 tested, 0.3% active; AID 624038;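 active means activation above the run cutoff, the mean activation of all test compounds plus 3 SD, cut at about 18% in these data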
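Assay system: CHO-K1 hM5 cells. Also added: acetylcholine at EC20 concentration, added after compound. Dosing: 3 µM, single dose. Times: compound preincubation 140 s before EC20 acetylcholine addition. Signal: Fluo-8 calcium fluorescence. Measure: % activation relative to EC20 and EC100 ACh responses. Repeats: singlicate, one well per test compound.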
CHRM4 PAM: potentiates acetylcholine response at human M4 receptor. P08173. CHO-K1 hM4/Gqi5, Fluo-8 calcium fluorescence, ACh EC20; 0% = ACh EC20, 100% = maximal ACh. activation, % at 3 µM. 360,000 tested, 0.4% active;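 active means activation above its plate's cutoff, the mean activation of sample wells plus 3 SD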; further: some results filed as inactive read as strong as hits
M5 ag: CHRM5 agonism in calcium assay; CHO-K1 hM5 cells, Fluo-8 calcium fluorescence; 0% DMSO wells, 100% maximal acetylcholine response; activation, % at 3 µM; 360,000 tested, 0.19% active;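 active means activation above the run's mean over test compounds plus 3 SD, cut at about 23% in these data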;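 further: signal is peak over basal fluorescence ratio across the kinetic read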
M4 antag: CHRM4 antagonism in calcium assay; P08173; CHO-hM4 cells, ACh EC80, Fluo-8 calcium fluorescence; inhibition, % at 3 µM; 360,000 tested, 0.73% active; AID 624125;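 active means inhibition above its plate's cutoff, the mean inhibition of sample wells plus 3 SD, cut at about 27% in these data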;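 further: 0% = acetylcholine EC80 with DMSO and 100% = DMSO without agonist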
M1 PAM: positive allosteric modulators of human M1 muscarinic receptor | P11229 | CHO-K1 hM1, Fluo-8 calcium fluorescence, ACh EC20; 0% = ACh EC20, 100% = maximal ACh | activation, % at 3 µM | 360,000 tested, 0.088% active | AID 588819; in the data active means activation above about 19%, passing the limit was not always enough
Target sequence (P11229 whole entry, looked up): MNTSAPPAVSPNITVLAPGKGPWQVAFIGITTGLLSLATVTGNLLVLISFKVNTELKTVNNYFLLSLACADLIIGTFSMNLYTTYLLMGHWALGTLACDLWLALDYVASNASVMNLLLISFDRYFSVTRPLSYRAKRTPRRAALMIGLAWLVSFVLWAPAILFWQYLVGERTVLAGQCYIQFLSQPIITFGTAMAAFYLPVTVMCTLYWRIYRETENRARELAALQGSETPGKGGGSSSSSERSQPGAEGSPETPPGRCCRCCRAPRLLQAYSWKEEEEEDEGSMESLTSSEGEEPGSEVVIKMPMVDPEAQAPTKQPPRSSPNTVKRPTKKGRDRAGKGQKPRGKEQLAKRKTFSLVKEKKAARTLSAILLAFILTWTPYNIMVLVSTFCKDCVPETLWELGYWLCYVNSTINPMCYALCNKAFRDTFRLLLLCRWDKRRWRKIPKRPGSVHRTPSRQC
* hit, by the source's call; nt = no result given.

1: COC(=O)[C@@]1(Cc2ccccc2)[C@H]2C(=O)N(Cc3ccccc3)C(=O)[C@H]2[C@H]2CN=C(SCC3CC3)N21
2: CCCCOC(=O)Nc1nnc(SCCOc2ccc(C)cc2)s1
3: O=C(N/N=C/c1ccc([N+](=O)[O-])o1)c1cn(-c2ccccc2)nc1-c1ccc(Cl)cc1
4: CCCOc1ccc(N2C(=O)CC(N(O)c3ccccc3)C2=O)cc1 (configuration not stated)
5: NC1=NC[C@@H](Cc2ccc(O)cc2)N1CCCCC1CCCCC1
6: O=C(COC(=O)c1ccccc1)NCCC1=CCCCC1
7: CC(C)c1ccc(NC(=O)Nc2nc(C(N)C(C)C)cs2)cc1 (configuration not stated)
8: C/C(=N\NC(=S)Nc1cccc(C)c1)c1cc2ccccc2o1
9: CCOc1ccc(-c2cc(C(=O)N3CCC(C)CC3)c3ccccc3n2)cc1
10: Nc1c(Cl)cnn(-c2ccccc2)c1=O

| entry no. | 1 | 2 | 3 | 4 | 5 | 6 | 7 | 8 | 9 | 10 |
| --- | --- | --- | --- | --- | --- | --- | --- | --- | --- | --- |
| CRFR2-BP antag | -9.9 | -28.3 | 14.7 | -4.3 | 9.1 | 6.3 | nt | -22.2 | -14.5 | 5.2 |
| CHRM5 antagonist | -0.8 | 6.6 | 1.5 | -8.8 | -7.7 | 8.9 | 10.9 | 2.7 | 8.5 | 3.6 |
| M4 ag | 8.3 | 0.1 | 0.9 | 2.1 | 1.4 | -0.2 | 9.8 | -0.8 | 1.5 | 0.3 |
| CRFR2-BP ag | 3.2 | -1.1 | -1.3 | -0.5 | -1.8 | -3.3 | nt | -0.5 | 0.6 | -3.0 |
| CHRM5 PAM | 1.2 | -3.7 | 0.1 | 6.3 | 4.8 | -4.5 | 1.8 | -4.5 | -4.8 | 1.9 |
| CHRM4 PAM | -7.8 | 7.4 | 4.9 | 9.1 | -9.2 | -1.3 | 4.0 | 4.8 | 1.7 | -2.5 |
| M5 ag | 2.6 | 1.2 | -1.6 | 1.0 | -9.5 | -4.6 | 2.4 | -3.0 | -5.4 | -0.8 |
| M4 antag | -9.4 | 0.5 | -2.5 | 4.5 | -2.5 | 5.9 | 3.0 | -6.6 | -6.0 | -2.7 |
| M1 PAM | -1.2 | 4.6 | 6.9 | 1.8 | -4.3 | 7.0 | 2.1 | -0.7 | 8.3 | 3.3 |

Shown with tabs: four of the compounds above.
#	compound	CRFR2-BP antag	CHRM5 antagonist	M4 ag	CRFR2-BP ag	CHRM5 PAM	CHRM4 PAM	M5 ag	M4 antag	M1 PAM
1	COC(=O)[C@@]1(Cc2ccccc2)[C@H]2C(=O)N(Cc3ccccc3)C(=O)[C@H]2[C@H]2CN=C(SCC3CC3)N21	-9.9	-0.8	8.3	3.2	1.2	-7.8	2.6	-9.4	-1.2
2	CCCCOC(=O)Nc1nnc(SCCOc2ccc(C)cc2)s1	-28.3	6.6	0.1	-1.1	-3.7	7.4	1.2	0.5	4.6
3	O=C(N/N=C/c1ccc([N+](=O)[O-])o1)c1cn(-c2ccccc2)nc1-c1ccc(Cl)cc1	14.7	1.5	0.9	-1.3	0.1	4.9	-1.6	-2.5	6.9
4	CCCOc1ccc(N2C(=O)CC(N(O)c3ccccc3)C2=O)cc1 (configuration not stated)	-4.3	-8.8	2.1	-0.5	6.3	9.1	1.0	4.5	1.8

Carrying on.
11: Cc1cccn2c(=O)c(/C=C(\C#N)C(=O)NCc3ccco3)c(N3CCCCC3)nc12
12: COc1ccc(NC(=O)c2c(C)oc3c2CCCC3)cc1
13: C[C@H](CO)N1C[C@H](C)[C@@H](CN(C)S(=O)(=O)c2cccs2)Oc2c(NS(=O)(=O)c3ccc(F)cc3)cccc2C1=O
14: CC(C)CC(NC(=O)c1cccc(Cl)c1)C(=O)O (configuration not stated)
15: CC(C)[C@H](NC(=O)c1ccccc1Cl)C(=O)OCc1cc([N+](=O)[O-])cc2c1OCOC2
16: CN(C)S(=O)(=O)c1cccc(NC(=O)CCc2nc3sc4c(c3c(=O)[nH]2)CCCC4)c1
17: O=C1C(=O)N(C2CCS(=O)(=O)C2)C(c2cccc(O)c2)/C1=C(/O)c1ccc(Cl)cc1 (configuration not stated)
18: CN(C(=O)c1ccc(NC(=O)Cc2cccc(NC(=O)C3CCCN(C(=O)C4CCCCC4)C3)c2)cc1)C1CCCC1 (configuration not stated)
19: Cc1cc(C(O)c2ncc(-c3cccc4ccccc34)[nH]2)ccc1F (configuration not stated)
20: CC(=O)c1cccc(-n2nnnc2SCC(=O)N2CCCC2)c1

| entry no. | 11 | 12 | 13 | 14 | 15 | 16 | 17 | 18 | 19 | 20 |
| --- | --- | --- | --- | --- | --- | --- | --- | --- | --- | --- |
| CRFR2-BP antag | 31.4 | 24.8 | -0.9 | -11.7 | 7.3 | 4.8 | -4.3 | -6.7 | nt | 2.1 |
| CHRM5 antagonist | 3.2 | 0.4 | 6.5 | -2.2 | 1.5 | 7.1 | 13.0 | 4.2 | -3.8 | 1.6 |
| M4 ag | 3.2 | -1.1 | 2.8 | 0.1 | 5.9 | 6.8 | 1.0 | 0.1 | 8.0 | 0.2 |
| CRFR2-BP ag | -0.9 | -4.1 | 0.3 | 0.3 | -2.1 | -0.5 | 0.8 | 0.8 | nt | -2.0 |
| CHRM5 PAM | -8.9 | -1.5 | 2.8 | 11.7 | -6.7 | -9.9 | -2.4 | 10.1 | -1.3 | -2.6 |
| CHRM4 PAM | -8.1 | -3.5 | -4.2 | 12.5 | -8.4 | 0.2 | -5.8 | 2.2 | 1.3 | -3.7 |
| M5 ag | -5.0 | -6.2 | 0.5 | -0.4 | -0.6 | -0.3 | -1.8 | 1.9 | -1.9 | 0.1 |
| M4 antag | 16.0 | 3.0 | 5.4 | -12.2 | 3.4 | 10.2 | -3.9 | 6.3 | -9.4 | 12.1 |
| M1 PAM | -8.0 | 9.9 | -0.7 | 14.9 | -2.8 | -5.5 | 4.9 | 7.7 | -4.9 | 1.9 |

21: CC1CN(C(=O)COC(=O)c2ccc(NC(=O)CC#N)cc2)CC(C)O1 (configuration not stated)
22: COc1ccc(NC(=O)C2C(c3ccccc3)C2(Cl)Cl)cc1 (configuration not stated)
23: C=CCn1c(=O)c2ccccc2n2c(SC(C)C(=O)Nc3nc(-c4ccccc4)cs3)nnc12 (configuration not stated)
24: COc1cccc(N=CC2=C(O)CC(C)(C)CC2=O)c1
25: Cc1c(N/C=C/C(=O)c2cccs2)c(=O)n(-c2ccccc2)n1C
26: CN(CCc1cn[nH]c1)Cc1nc(C(c2ccccc2)c2ccccc2)no1
27: COc1cccc(NC(=O)NNC(=O)CCc2ccc(O)c(O)c2)c1
28: OCCC1CN(Cc2cccn2-c2ccccn2)CCN1C1CCCCC1 (configuration not stated)

| entry no. | 21 | 22 | 23 | 24 | 25 | 26 | 27 | 28 |
| --- | --- | --- | --- | --- | --- | --- | --- | --- |
| CRFR2-BP antag | 3.9 | -15.8 | 6.3 | 13.5 | 4.8 | 22.6 | 8.9 | 9.8 |
| CHRM5 antagonist | 3.2 | 6.0 | 1.4 | 0.2 | 0.1 | 0.8 | 1.8 | 5.8 |
| M4 ag | 1.4 | 0.7 | -0.5 | 1.7 | 2.6 | 0.1 | 1.0 | 0.4 |
| CRFR2-BP ag | -0.5 | 0.9 | 0.3 | 1.5 | -0.9 | -1.3 | 0.1 | 0.7 |
| CHRM5 PAM | 6.5 | -3.9 | -4.1 | -5.3 | -0.4 | -6.9 | 0.2 | -1.8 |
| CHRM4 PAM | 7.9 | -10.7 | -6.5 | 2.2 | 0.0 | 1.5 | -0.9 | 6.4 |
| M5 ag | 0.8 | -7.2 | -3.3 | -2.7 | -3.5 | -7.2 | -2.3 | -4.7 |
| M4 antag | -0.5 | -1.6 | 8.0 | -8.3 | 4.1 | 2.1 | 3.0 | -5.5 |
| M1 PAM | 11.9 | 1.4 | -3.8 | 1.1 | 1.7 | 6.2 | 1.8 | -2.4 |

No enrichment for hits. Share with any hit: about 2.6%.
